TDP1 cell noCPT: qHTS for Inhibitors of human tyrosyl-DNA phosphodiesterase 1 (TDP1): qHTS in cells in absence of CPT | DT40 Tdp1-/- hTDP1 cells, no CPT, ATP luminescence, 48 h | Potency, µM (top dose mostly 46.2 µM), for inactives: at the highest dose activity change, negative = growth inhibition, usual class: inhibitors | 420,000 tested, 15% active | AID 686978, 2013; note: nearly all actives have a fitted effect of over 55% in size
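Compound effects on proliferation are scored in DT40 Tdp1-/-;hTDP1 cells in the absence of CPT. ATP levels (CellTiter-Glo luminescence) are recorded after a ≥48 hr, 37 °C incubation.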
TDP1 cell CPT: qHTS for Inhibitors of human tyrosyl-DNA phosphodiesterase 1 (TDP1): qHTS in cells in presence of CPT; chicken DT40 Tdp1-/-;hTDP1 cells + 20 nM CPT, ATP luminescence, 48 h; Potency, µM (highest dose often 46.2 µM), for the others: at the top dose activity change, negative = growth inhibition, actives largely listed as inhibitors; 420,000 tested, 12% active; AID 686979, 2013; note: nearly all actives have a fitted effect of over 55% in size
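Chicken DT40 Tdp1-/- cells stably complemented with human TDP1 were seeded at 400 cells/well in medium containing 20 nM camptothecin, exposed to pin-transferred compounds, and grown at 37 °C for at least 48 hr. Viability was read as ATP luminescence.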
TDP1 block: qHTS Assay for Inhibitors of Tyrosyl-DNA Phosphodiesterase (TDP1) | Tyrosyl-DNA phosphodiesterase 1 (Homo sapiens), Q9NUW8 | recombinant TDP1, AlphaScreen DNA substrate cleavage | AID 485290, 2010 | 350,000 tested, 0.28% active | Potency, µM (titrated, usually from 130 µM), for the others: top-dose activity change, negative = inhibition, most hits filed as inhibitors; note: nearly all actives have a fitted effect of over 40% in size
Target sequence (Q9NUW8 whole entry, looked up): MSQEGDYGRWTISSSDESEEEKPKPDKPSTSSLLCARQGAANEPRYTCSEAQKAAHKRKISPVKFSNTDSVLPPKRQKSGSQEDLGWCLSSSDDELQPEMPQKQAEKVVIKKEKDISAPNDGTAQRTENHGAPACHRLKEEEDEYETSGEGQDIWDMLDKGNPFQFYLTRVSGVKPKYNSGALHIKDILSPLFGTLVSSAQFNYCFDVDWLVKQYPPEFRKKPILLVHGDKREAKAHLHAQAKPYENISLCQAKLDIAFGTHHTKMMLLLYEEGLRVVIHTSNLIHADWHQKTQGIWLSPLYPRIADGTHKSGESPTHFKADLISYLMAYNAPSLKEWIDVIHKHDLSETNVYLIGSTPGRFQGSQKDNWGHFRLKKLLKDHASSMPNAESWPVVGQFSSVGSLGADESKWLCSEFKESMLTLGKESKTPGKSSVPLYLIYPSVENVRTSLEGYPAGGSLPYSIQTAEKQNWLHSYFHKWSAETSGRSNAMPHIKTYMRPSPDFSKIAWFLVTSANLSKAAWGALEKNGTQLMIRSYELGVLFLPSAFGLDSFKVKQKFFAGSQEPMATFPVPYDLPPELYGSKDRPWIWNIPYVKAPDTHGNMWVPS
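Compounds were preincubated with Tdp1 (1 nM final) for 15 min at room temperature before substrate (15 nM final) started a 5 min reaction; beads (10 ug/ml final) were then added for 10 min before AlphaScreen detection.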
Active calls of the source: *; ? = inconclusive; . = no result given; & = joins results of further samples; [ ] = dose if it differs, or a comment. Calls come from the whole dose curve; as a rule, active = well fitted curve in the direction sought with a large enough effect; inconclusive = small, poorly fitted or top-dose-only effect, or another doubt; inactive = no such curve, though single readings can be large; an effect the other way counts as inactive or inconclusive. % is set by controls: 0 for no effect and ±100 for the full control effect; potency is the fitted concentration of half-maximal effect.

The opening four compounds, to show the layout:
smiles | TDP1 cell noCPT | TDP1 cell CPT | TDP1 block
C=CC[C@@H](CC(=O)N[C@@H](CO)Cc1ccccc1)C(=O)N[C@@H](COC(=O)[C@H](CC=C)CC(=O)OC(C)(C)C)Cc1c[nH]c2ccccc12 | 21µM* | ? | 2%
Cc1ccc(S(=O)(=O)NC(=O)N2CCCN(Cc3ccc(F)cc3)CC2)cc1 | -3% | 12% | 3%
CCN(Cc1ccccc1)Cc1ccc(OCc2ccccc2)c(OC)c1 | ? | -22% | .
CC(NC(=O)NC12CC3CC(CC(C3)C1)C2)c1ccc2c(c1)OCO2 (configuration not stated) | ? | ? | -5%

The whole of this part, from the start:
smiles | TDP1 cell noCPT | TDP1 cell CPT | TDP1 block
C=CC[C@@H](CC(=O)N[C@@H](CO)Cc1ccccc1)C(=O)N[C@@H](COC(=O)[C@H](CC=C)CC(=O)OC(C)(C)C)Cc1c[nH]c2ccccc12 | 21µM* | ? | 2%
Cc1ccc(S(=O)(=O)NC(=O)N2CCCN(Cc3ccc(F)cc3)CC2)cc1 | -3% | 12% | 3%
CCN(Cc1ccccc1)Cc1ccc(OCc2ccccc2)c(OC)c1 | ? | -22% | .
CC(NC(=O)NC12CC3CC(CC(C3)C1)C2)c1ccc2c(c1)OCO2 (configuration not stated) | ? | ? | -5%
COc1cc(C(F)(F)F)nc2c(Br)c(C(C)(C)C)nn12 | ? | -8% | 6%
COc1ccccc1CNC(=O)c1ccc(N2CCCC2)c(NC(=O)NCc2ccc(F)cc2)c1 | -28% | ? | 4%
COc1cccc(-n2c(SCC(=O)Nc3cc(C)on3)nc3ccccc3c2=O)c1 | ? | ? | 2%
CCCCCCCC(=O)N/N=C/c1cccnc1 | -3% | -22% | 2%
COc1cc(OC)c(NC(=O)CCNC(=O)Cn2ccc3ccccc3c2=O)cc1Cl | 11% | 0% | 6%
CC(C)CCNC(=O)CCn1nc(-c2ccccc2)ccc1=O | -21% | -16% | 7%
COc1ccccc1N1CCN(Cc2nc3ccsc3c(=O)[nH]2)CC1 | -22% | -22% | 2%
CCOc1ccc(NC(=O)CN(C)C(=O)CCNC(=O)c2ccccc2Cl)cc1OCC | 4% | -4% | -5%
CCN(CC)S(=O)(=O)c1ccc(C)c(NC(=O)COc2ccc3c(C)cc(=O)oc3c2)c1 | ? | ? | -3%
COc1ccc(CC(=O)NCc2ccccc2F)cc1S(=O)(=O)N1CCOCC1 | -4% | 6% | .
CN(Cc1ccccc1)C(=O)c1cn(C)c2ccc(S(=O)(=O)N3CCCC3)cc2c1=O | 19% | 10% | 3%
Cc1cc(C)cc(OCC(=O)OCC(=O)Nc2ccc(Cl)cn2)c1 | ? | -5% | -3%
CCCOc1cccc(C(=O)N(Cc2ccccc2)C2CCS(=O)(=O)C2)c1 (configuration not stated) | ? | -4% | -9%
CSc1ccc(CCNS(=O)(=O)c2ccc3c(c2)C(C)(C)C(=O)N3C)cc1 | ? | 3%&-24% | 0%&3%
C[N+](C)(C)CCCC(=O)c1ccc2c(c1)OCO2 | 3% | 7% | -4%
CSc1nc(C)c(Cl)c(C)c1C#N | -2% | 1% | 5%
COc1ccc(-c2n[nH]c(=S)n2Cc2ccccc2)cc1OC | 6% | 8% | 4%
CCCCCC(C)NC(=O)CN1C(=O)NC(C)(c2ccc3ccccc3c2)C1=O (configuration not stated) | ? | ? | 7%
COC(=O)[C@H](C)NC(=O)NCCC1=CCCCC1 | -25% | ? | 5%
CCCC(=O)Oc1cccc(C2NC(=O)c3ccccc3O2)c1 (configuration not stated) | 12% | -21% | .
O=C(NCCCn1ccnc1)c1cc(C2CC2)on1 | -9% | 0% | 1%
COc1ccc(NC(=O)O/N=C/c2ccc(N(C)C)cc2)cc1 | -17% | -1% | .
O=C(OC(C(=O)NC1CCCC1)c1ccncc1)C1=Cc2ccccc2OC1 (configuration not stated) | -22% | -13% | 2%
O=C(O)c1cccc(NC(=S)NC(NC(=O)c2ccccc2[N+](=O)[O-])C(Cl)(Cl)Cl)c1 (configuration not stated) | 24% | -3% | -3%
CCOC(=O)C(C)N(c1ccccc1Cl)S(C)(=O)=O (configuration not stated) | -1% | -1% | .
COc1ccc(C(=O)/C=C/c2cc(OC)c(O)c(OC)c2)c(F)c1 | 16µM* | ? | 3%

Entries of single compounds as entered above. Screens in order: TDP1 cell noCPT, TDP1 cell CPT, TDP1 block
`COc1ccc(-c2n[nH]c(=S)n2Cc2ccccc2)cc1OC` is entered as 6%, 8%, 4%
`O=C(OC(C(=O)NC1CCCC1)c1ccncc1)C1=Cc2ccccc2OC1` (configuration not stated) is entered as -22%, -13%, 2%

Other structures.
smiles | TDP1 cell noCPT | TDP1 cell CPT | TDP1 block
Cc1cccc(C)c1OCc1nc2c3cnn(-c4cccc(F)c4)c3ncn2n1 | 16µM* | 18µM* | 4%
COc1cccc(N2CCN(c3ccc([N+](=O)[O-])cn3)CC2)c1 | 1% | -6% | .
O=C(Nc1ccnn1C1CCN(C(=O)c2ccc(C(F)(F)F)cc2)CC1)C1CC1 | 2% | -12% | 6%
C[C@@H](CN(C)C)CN1c2ccccc2Sc2ccccc21 | ? | ? | 15%[21 µM]
O=C(Nc1ccc2c(c1)OCO2)c1cc(C2CCCCN2C(=O)c2ccc3c(c2)CCO3)on1 (configuration not stated) | 26µM* | 26µM* | .
CNC(=O)C1CCC(Cn2c(=O)[nH]c3ccsc3c2=O)CC1 (configuration not stated) | 1% | -2% | -6%
CC(C)(C)n1cnc2cc(NCc3ccc(Br)cc3)ccc21 | ? | ? | .
O=[N+]([O-])c1cc(-c2nc(-c3ccncc3)no2)ccc1NCc1ccccc1 | -24% | -19% | 6%
O=S(Cc1ccc(Cl)cc1)c1ccccc1 (configuration not stated) | -18% | -1% | .
Cc1ccc(NC(=O)C2CCCN2C(=O)Oc2ccccc2)cc1 (configuration not stated) | 4% | 10% | 5%
Cc1c(Br)cccc1NC(=O)C1(C)CCN1C(C)C (configuration not stated) | ? | ? | .
COc1ccccc1Nc1c2c(nc3ccc(NC(=O)c4cccc(OC)c4OC)cc13)CCCC2 | 13µM* | 5.8µM* | 12%
Cc1cccc(NS(=O)(=O)c2cc(C(=O)N3CCCC3)ccc2Cl)c1 | -3% | -4% | 2%
O=C(CN1CCc2ccccc2C1)Nc1ccccc1Cl | ? | -21% | -4%
CCOC(=O)c1c(-c2ccccc2)csc1N1C(=O)Nc2ccccc2N1O | -18% | -9% | 3%
CCc1ccc(NC(=O)CSc2nc(=O)n(CCCN3CCOCC3)c3c2CCCC3)cc1 | -22% | -19% | 1%
Cc1nc2ccccn2c1C(=O)NC1CCCCC1 | -18% | 6% | -6%
CCC(CC)c1nn2c(=O)cc(COc3ccc(NC(=O)c4cccc(C)c4)cc3)nc2s1 | ? | 1% | 6%
CC(C)OCCCNC(=O)c1ccc(NC(=O)C2CCCO2)cc1 (configuration not stated) | -4% | 4% | -2%
COc1ccc(NC(=O)CSc2nnc(Cn3c(=O)sc4ccccc43)n2C)c(OC)c1 | -12% | 24% | 3%
COc1ccc(-c2noc(COc3ccc4ccccc4c3Br)n2)cc1OC | -13% | -25% | -1%
CCOC(=O)c1sc(NC(=O)Nc2ccccc2F)nc1C | ? | -28% | -1%
Cc1c(C(=O)OCc2ccccc2)[nH]c2c1C(=O)CC(c1ccc(Cl)cc1)C2 (configuration not stated) | 15µM* | 18µM* | -4%[12.3 µM]
O=C(/C=C/c1ccco1)Oc1cccc2cccnc12 | ? | ? | -8%
O=C(COc1ccc(Cl)cc1Cl)Nc1ccc(CN2CCOCC2)cc1 | ? | ? | 1%
CCOc1ccc(NC(=O)Cn2c(=O)n(-c3ccccc3)c(=O)c3c4c(sc32)CCCC4)cc1 | -23% | ? | -2%
FC(F)(F)c1ccccc1-c1cc(NCCN2CCOCC2)ncn1 | -1% | -4% | .
COc1ccccc1NC1CCCCC1NS(=O)(=O)c1ccc(C)cc1 (configuration not stated) | -29% | ? | .
COc1ccc(NC(=O)CN2C(=O)NC3(CCCc4ccccc43)C2=O)c(OC)c1 (configuration not stated) | ? | -26% | 1%
Cc1ccc(S(=O)(=O)N2CCCc3cc(NS(=O)(=O)c4ccc(C)c(C)c4)ccc32)cc1 | ? | ? | 6%

Later entries:
Below each compound: TDP1 cell noCPT | TDP1 cell CPT | TDP1 block
> CCN1CCCC1CNC(=O)c1cc(S(=O)(=O)CC)c(N)cc1OC (configuration not stated)
→ -8% | 5% | 7%&3%&-3%
> CC(C)(C)c1ccc(/C=N/NC(=O)C(=O)NCCCN2CCOCC2)cc1
→ -13% | -3% | 6%
> Nc1[nH]c(C(=O)c2ccccc2)c(-c2ccncc2)c1C(=O)NCc1cccc2ccccc12
→ ? | ? | .
> CC(NC(=S)N1CCN(c2ccccc2)CC1)c1ccccc1 (configuration not stated)
→ 12% | -4% | 6%
> COc1cc(OC)c(NC(=O)Nc2ccc(OC)c(OC)c2)cc1Cl
→ -26% | -3% | 9%
> COc1ccc(-c2csc3ncnc(N4CCN(S(=O)(=O)c5ccc(Cl)s5)CC4)c23)cc1
→ 29µM* | ? | .
> COc1ccc(C(C(=O)NC2CCCC2)N(C(=O)c2ccoc2C)c2cc(C)cc(C)c2)cc1 (configuration not stated)
→ 29µM* | 26µM* | -10%
> CC(C)CNC(=O)Nc1ccc(F)c(Cl)c1
→ -22% | -1% | -4%
> CCC(C)(C)NC(=O)C(c1cccn1C)N(C(=O)Cn1nnc2ccccc21)c1ccc(OC)cc1 (configuration not stated)
→ -22% | -11% | 0%
> CCCN1Cc2cccc(C(=O)N3CCN(c4ccc(F)cc4)CC3)c2C1=O
→ -10% | -13% | 3%
> COc1ccc(CNC(=O)c2noc(C)c2[N+](=O)[O-])cc1
→ -25% | ? | -1%
> CC1CCCC(NC(=O)COC(=O)c2ccccc2Sc2ccccc2C#N)C1C (configuration not stated)
→ -19% | -25% | 0%
> Cc1cn([C@H]2C[C@H](O)[C@@H](CCC(=O)NCCCc3ccccc3)O2)c(=O)[nH]c1=O
→ 11% | 5% | .
> COc1cc(CN2CCN(S(=O)(=O)c3ccc(NC(C)=O)cc3)CC2)cc(OC)c1O
→ -13% | 4% | -4%
> CCN(CC)c1nc(C#N)nc(N2CCOCC2)n1
→ 10µM* | 10µM* | 0%
> CCCCNC(=O)c1ccc(NS(=O)(=O)c2ccc3[nH]c(=O)[nH]c3c2)cc1
→ -13% | -19% | -6%
> CC(C)C(NS(=O)(=O)c1cccc2nsnc12)C(=O)NCc1ccc2c(c1)OCO2 (configuration not stated)
→ -18% | 3% | 1%
> O=C(NCCCN1CCCC1)c1ccc2c(Cl)c3c(nc2c1)CCCC3
→ 15µM* | ? | 0%
> COc1ccc(CNC(=O)COC(=O)c2cccc(S(=O)(=O)N3CCOCC3)c2)cc1
→ -22% | -22% | 2%
> COc1ccccc1N1C(=O)[C@@H]2[C@H](C1=O)[C@H](C(=O)c1ccc(OC(C)=O)cc1)N1N=CC=C[C@@H]21
→ -11% | -8% | ?
> CCNc1ncnc2c1cnn2C1CCCCO1 (configuration not stated)
→ -22% | -15% | .
> CC(C)NC(=O)c1ccc(NC(=O)CC2SC(N3CCCCC3)=NC2=O)cc1 (configuration not stated)
→ 1% | -4% | 0%
> COc1ccc(-c2ocnc2C(=O)N2CCN(C(c3ccccc3)c3ccccc3)CC2)cc1
→ ? | ? | 4%
> Cc1cccc2cc3c(NC(=O)C(C)C)nn(C)c3nc12
→ -29% | -5% | 0%
> Cc1ccc(C(O)Cn2cc([N+](=O)[O-])nc2C)cc1 (configuration not stated)
→ -5% | 11% | 2%
> O=C(c1cccc([N+](=O)[O-])c1)N(c1ccccn1)c1ccccn1
→ -22% | 2% | 3%
> CCN1/C(=C\c2ccc3ccccc3[n+]2CC)Sc2cc(C)ccc21
→ 0.18µM* | 0.18µM* | 7%
> Cc1ccc(S(=O)(=O)N(CCc2ccccc2)CC(=O)Nc2ccc(Br)cc2)cc1
→ 16µM* | ? | 0%[12.3 µM]
> COc1ccccc1NC(=O)C(=O)Nc1ccc2c(c1)N(C(=O)C1CC1)CCC2
→ ? | -18% | .
> CCCCNC(=O)CSc1nc2cc3c(cc2c(=O)n1CCCC(=O)NCCc1ccc(OC)c(OC)c1)OCO3
→ -3%&-8% | 0%&1% | 0%&-3%
